Assay outcomes (PubChem)
APEX1 inh: qHTS Assay for Inhibitors of the Human Apurinic/apyrimidinic Endonuclease 1 (APE1). 350,000 tested, 0.35% active. Potency, µM (doses to about 65.8 µM), inactives show at the highest dose activity change, negative = inhibition, usual class: inhibitors. recombinant APE1, TAMRA/BHQ-2 abasic DNA cleavage fluorescence. AID 2517, 2012. DNA repair nuclease/redox regulator APEX1 (Homo sapiens), P27695;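 further: potency means the concentration at half of the fitted maximal effect; plate controls were vehicle for no effect and reference inhibitor for full effect; nearly all actives have a fitted effect of over 55% in size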
Target sequence (P27695 whole entry, looked up): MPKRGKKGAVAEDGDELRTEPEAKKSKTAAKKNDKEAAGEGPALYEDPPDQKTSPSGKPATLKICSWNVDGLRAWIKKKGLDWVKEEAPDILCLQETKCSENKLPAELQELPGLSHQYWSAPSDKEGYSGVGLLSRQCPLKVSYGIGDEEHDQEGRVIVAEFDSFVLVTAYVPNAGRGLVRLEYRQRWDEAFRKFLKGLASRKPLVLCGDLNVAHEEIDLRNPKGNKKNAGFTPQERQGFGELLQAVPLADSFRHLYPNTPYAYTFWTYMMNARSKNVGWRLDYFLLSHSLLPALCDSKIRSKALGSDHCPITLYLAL
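Kinetic fluorescence read (525 ex/598 em nm, three reads 60 s apart) of AP-site incision; signal = third minus first read. Enzyme 0.75 nM, dual-labelled THF duplex 50 nM, compound preincubation 15 min RT.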
POLK inh: qHTS for Inhibitors of Polymerase Kappa; DNA polymerase kappa (Homo sapiens), Q9UBT6; purified Pol kappa, fluorescent DNA synthesis assay, 10 min; Potency, µM (doses to about 107 µM), without a hit: top-dose activity, negative = inhibition, most hits filed as inhibitors; 400,000 tested, 0.53% active; further: potency means the concentration at half of the fitted maximal effect; on the % scale 0 is the no-effect control and ±100 the full control effect
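10 nM Pol kappa was preincubated with compounds for 15 min at room temperature. Reaction started with 50 nM (final) substrate. Fluorescence read kinetically at 0 and 10 min.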
Apoferritin bind: qHTS Assay for Identification of Novel General Anesthetics. Potency, µM (titrated, usually from 77.5 µM), for inactives: at the top dose activity change, negative = displacement, most hits filed as inhibitors. apoferritin/1-aminoanthracene competitive binding, fluorescence. Ferritin light chain (Equus caballus), P02791. 350,000 tested, 0.074% active; further: potency means the concentration at half of the fitted maximal effect; on the % scale 0 is the no-effect control and ±100 the full control effect; nearly all actives have a fitted effect of over 20% in size
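Concentration-response curves derived by four-parameter Hill fitting of normalized fluorescence, where compounds displaced 1-AMA from 10 uM horse apoferritin following a brief 10 min room-temperature incubation; propofol titration acted as positive control.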
ALOX12 inh: Primary qHTS assay for inhibitors of human arachidonate 12S-lipoxygenase (ALOX12): Round 2 | purified 12hLO, xylenol orange hydroperoxide absorbance | Potency, µM (series often up to 108 µM), inactives show at the top dose activity change, negative = inhibition, usual class: inhibitors | 580,000 tested, 1.1% active; further: potency means the concentration at half of the fitted maximal effect; on the % scale 0 is the no-effect control and ±100 the full control effect
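Purified human 12hLO (150 nM final) in 25 mM Hepes, 0.01% Triton X-100, pH 7.0 was preincubated 15 min at room temperature with compound. Then 40 uM arachidonic acid was added, 30 min. Hydroperoxide was read by Fe-XO absorbance ratio 573/405 nm.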
RGS4 inhibitor: Inhibitors of Regulator of G Protein Signaling (RGS) 4: qHTS; Regulator of G-protein signaling 4 (Homo sapiens), P49798; Transcreener GDP fluorescence polarization, RGS4-accelerated GTP hydrolysis; Potency, µM (titrated, usually from 114 µM), without a hit: at the highest dose activity change, negative = inhibition, most hits filed as inhibitors; 390,000 tested, 0.039% active; further: potency means the concentration at half of the fitted maximal effect; on the % scale 0 is the no-effect control and ±100 the full control effect; nearly all actives have a fitted effect of over 75% in size; some results filed as inactive show a strong effect at the top dose
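MLSMR compounds (23 nl, pin-transferred) preincubated 10 min at room temperature with a 500nM (2x) first reagent, then RGS4 at 900nM (2x) plus Transcreener GDP mix added; fluorescence polarization (620/688 nm) read before and after 90 min at 30 °C.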
ERG Ets-DNA blk: qHTS for Small Molecule Inhibitors of the ERG Ets/DNA interaction; 370,000 tested, 0.028% active; Transcriptional regulator ERG (Homo sapiens), P11308; Potency, µM (top dose mostly 76.9 µM), without a hit: at the top dose FP activity, negative = inhibition, usual class: inhibitors; fluorescence polarization, His-ERG Ets domain / labelled DNA; active means well fitted inhibition curve with a large enough effect in the polarisation, with a control signal flat; inconclusive means small, poorly fitted or top-dose-only effect, or effect the other way, or a change in a side signal; inactive means no such curve, though single readings can be large or run the other way; the % refers to the polarisation;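 further: polarization taken with two DNA probes labelled with fluorescein and Texas red; potency means the concentration at half of the fitted maximal effect; % of control where 0% means no effect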
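His-tagged ERG Ets domain (1 uM in the protein solution; 300mM KCl, 50mM Tris-HCl, 1mM EDTA, 1mM DTT, pH 7.5) received compound, then a probe mix of 5 nM fluorescein-DNA and 100nM Texas-615-DNA. Fluorescence polarization was read for both dyes.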
Pol eta inh: qHTS for Inhibitors of Polymerase Eta. recombinant Pol eta, fluorescent DNA replication assay. 390,000 tested, 1.2% active. Potency, µM (titrated, usually from 114 µM), for inactives: top-dose activity change, negative = inhibition, usual class: inhibitors; further: potency means the concentration at half of the fitted maximal effect; on the % scale 0 is the no-effect control and ±100 the full control effect
Target sequence (Q9Y253 whole entry, looked up): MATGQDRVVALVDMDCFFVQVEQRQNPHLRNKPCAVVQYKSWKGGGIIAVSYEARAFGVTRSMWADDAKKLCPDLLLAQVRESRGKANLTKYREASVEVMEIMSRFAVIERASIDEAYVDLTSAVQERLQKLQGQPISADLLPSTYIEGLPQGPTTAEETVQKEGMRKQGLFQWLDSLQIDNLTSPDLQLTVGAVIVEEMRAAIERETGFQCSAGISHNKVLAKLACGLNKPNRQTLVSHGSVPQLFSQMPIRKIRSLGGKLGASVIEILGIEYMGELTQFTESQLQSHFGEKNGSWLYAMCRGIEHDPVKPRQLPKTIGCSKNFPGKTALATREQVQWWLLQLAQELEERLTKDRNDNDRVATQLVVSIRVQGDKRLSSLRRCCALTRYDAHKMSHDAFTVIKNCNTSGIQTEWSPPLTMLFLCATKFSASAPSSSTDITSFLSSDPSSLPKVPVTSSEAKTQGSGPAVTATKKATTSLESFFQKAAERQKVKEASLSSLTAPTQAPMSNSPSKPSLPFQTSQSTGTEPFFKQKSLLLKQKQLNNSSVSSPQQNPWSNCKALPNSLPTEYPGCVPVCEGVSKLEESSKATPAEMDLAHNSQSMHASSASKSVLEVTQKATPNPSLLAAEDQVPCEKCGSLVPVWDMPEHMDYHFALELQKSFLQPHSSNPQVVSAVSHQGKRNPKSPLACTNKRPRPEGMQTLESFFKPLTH
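Fluorescent replication assay: 50 nM final substrate added after a 15 min room-temperature compound preincubation with 10 nM enzyme. Signal taken at 0 min and again at 10 min.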
LDHA block: qHTS assay for inhibitors of human lactate dehydrogenase; L-lactate dehydrogenase A chain (Homo sapiens), P00338; purified LDHA, NADH/diaphorase-resazurin fluorescence; active compounds read low; activity change, % (values are at about 110 or 230 µM); 480,000 tested, 0.15% active; AID 1347041, 2019; in the data active means activity change below about -30%; inconclusive means mostly about -25% to -30%;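 further: plate controls were DMSO wells for no effect and wells without enzyme for full effect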
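Human LDH5 at 2 nM final in Tris HCl pH 7.4 with 0.06 mM NADH and 0.2 mM pyruvate, reacted 5 minutes at room temperature. Remaining NADH coupled via diaphorase/resazurin; resorufin fluorescence read at 0 and 20 minutes, normalized to enzyme-free and DMSO wells.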
POLB inh: qHTS Assay for Inhibitors of DNA Polymerase Beta; P06746; Pol beta primer extension/strand displacement, fluorescence kinetic; Potency, µM (titrated, usually from 114 µM), inactives show at the top dose activity change, negative = inhibition, most hits filed as inhibitors; 340,000 tested, 1.3% active; further: potency means the concentration at half of the fitted maximal effect; on the % scale 0 is the no-effect control and ±100 the full control effect
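10 nM enzyme + cpd, 15 min RT; start with substrate 50 nM final; read 0 min and after 10 min RT. Corrected, normalized data; 4-parameter Hill curve fit.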
An asterisk follows results filed as active; ? = inconclusive; / = not tested or not shown; & = joins results of further samples; [ ] = another dose, or the depositor's remark. Unless noted, the call rests on the fitted dose curve; in most records, active means well fitted curve in the direction sought with a large enough effect; inconclusive means small, poorly fitted or top-dose-only effect, or another doubt; inactive means no such curve, though single readings can be large; an effect the other way counts as inactive or inconclusive. The list is partial (hit frequency here may not be typical).

(1) COc1ccc(OC)c(C(=O)CSc2nnnn2C)c1
(2) O=C1c2ccsc2SCCN1Cc1cccc(F)c1
(3) CCCN(C(=O)COC(=O)c1[nH]c(C)c(C(=O)OC)c1C)c1c(N)n(Cc2ccccc2)c(=O)[nH]c1=O
(4) CCCCn1c(SCC(=O)Nc2cc(C)on2)nc2ccsc2c1=O
(5) CCn1cc(CNC(=O)CC2C(=O)NCCN2CC(c2ccccc2)c2ccccc2)cn1 (centres undefined)
(6) CCOC(=O)C1=C(C)N(C)C(C)=C(C(=O)OCC)C1c1ccncc1
(7) CN(c1ccccc1C(=O)Nc1ccc(F)c(Cl)c1)S(C)(=O)=O
(8) O=[N+]([O-])c1ccc(NNS(=O)(=O)c2cc(Cl)ccc2Cl)nc1

screen / no.,1,2,3,4,5,6,7,8
APEX1 inh,3%,23%,4%,3%,1%,-1%,-1%,-19%
POLK inh,-2%,2%,0%,-3%,-11%,-6%,-6%,8%
Apoferritin bind,-11%,-19%,/,2%,-8%,-2%,-5%,-20%
ALOX12 inh,37%[activator],3%,-24%,15%,1%,-15%,-10%,-8%
RGS4 inhibitor,-19%,-3%,-9%,-3%,-2%[56.9 µM],27%,17%,-39%
ERG Ets-DNA blk,8%,10%,5%,0%,-7%,-12%,2%,20%
Pol eta inh,-11%,-11%,-7%,6%,-8%,7%,-19%,-15%
LDHA block,-7,0,-5,2,-1,-8,-4,4
POLB inh,17%,4%,/,0%,4%,-23%,32%,-19%

Arranged by value in ERG Ets-DNA blk (highest first): 3 from the list above
| nr | structure | ERG Ets-DNA blk |
| --- | --- | --- |
| 3 | CCCN(C(=O)COC(=O)c1[nH]c(C)c(C(=O)OC)c1C)c1c(N)n(Cc2ccccc2)c(=O)[nH]c1=O | 5% |
| 5 | CCn1cc(CNC(=O)CC2C(=O)NCCN2CC(c2ccccc2)c2ccccc2)cn1 (centres undefined) | -7% |
| 6 | CCOC(=O)C1=C(C)N(C)C(C)=C(C(=O)OCC)C1c1ccncc1 | -12% |

(cont.)
(9) N#CCSc1nnc(C2CCCCC2)n1Cc1ccccc1
(10) O=C(CCC(=O)CCN1CCCCC1)CCN1CCCCC1
(11) CCOc1ccc(/C=N/Nc2nc(C)cs2)c(O)c1
(12) CN(CCc1ccccc1)C(=O)c1ccc(NC(=O)Cc2cccc(NC(=O)C3CCN(C(=O)C4CCC4)CC3)c2)cc1
(13) Cc1ccn2c(Nc3ccc4c(c3)OCO4)c(-c3ccc(Cl)cc3)nc2c1
(14) Cc1cccc(-c2nnnn2-c2cccc(C)c2)c1
(15) Cc1cn2c(=O)cc(COC(=O)c3ccc(NC(=O)C(C)Oc4ccccc4)cc3)nc2s1 (centres undefined)
(16) COc1cccc(CNC(=O)c2cc(=O)[nH]c3ccc(S(=O)(=O)N4CCOCC4)cc23)c1

screen / no.,9,10,11,12,13,14,15,16
APEX1 inh,-3%,-3%,-4%,/,/,-7%,/,-6%
POLK inh,-12%,-9%,-3%,3%,-10%,8%,-4%[60.1 µM],-20%
Apoferritin bind,-11%,-4%,5%,/,5%,-10%,41%[activator],/
ALOX12 inh,-4%,0%,?,36%[activator],-2%,13%,-1%,177%[activator]
RGS4 inhibitor,-12%,30%,20%,-5%,-10%,-14%,-5%,-1%
ERG Ets-DNA blk,-1%,-10%,2%,-8%,3%,2%,6%,-8%
Pol eta inh,-15%,3%,-4%,-10%,-15%,-15%,-20%,-12%
LDHA block,-6,-3,0,3,0,-9,0,-5
POLB inh,13%,36%[activator],-10%,/,-10%,11%,0%,/

(17) CNC(=S)N1CCc2sccc2C1C (centres undefined)
(18) COc1cc2c(=O)n(Cc3ccccc3Cl)c(=O)n(CC(=O)Nc3ccccc3)c2cc1OC
(19) CCc1ccc2oc(=O)cc(CN3CCCCC3C)c2c1 (centres undefined)
(20) O=C(c1ccncc1)N1CCN(S(=O)(=O)c2ccccc2F)CC1
(21) COC(=O)CSc1nnc(-c2sc3cc(OC)ccc3c2Cl)n1C
(22) Cc1ccc(S(=O)(=O)N(Cc2cccc(F)c2)C(=O)N2CCN(C)CC2)cc1
(23) COc1ccc(C(=O)CC(=O)C(=O)Nc2ccccc2OC)cc1
(24) COc1ccc(Cl)cc1-n1cc(-c2ccccc2)nc1SCC(=O)Nc1ccc(C)cc1

screen / no.,17,18,19,20,21,22,23,24
APEX1 inh,12%,/,-3%,23%,2%,8%,-10%,/
POLK inh,-3%,-15%,-11%,-14%,-8%,-6%,-6%[60.1 µM],1%[60.1 µM]
Apoferritin bind,-7%,-7%,?,/,-9%,/,-11%,41%[activator]
ALOX12 inh,8%,-7%,-29%&-12%,-2%,9%,-25%,57%[activator],-22%
RGS4 inhibitor,-4%,-10%,-14%,-5%,23%[11.4 µM],37%,0%,-16%
ERG Ets-DNA blk,-2%,4%,-2%,-14%,7%,-2%,16%,-1%
Pol eta inh,?,0%,-8%,-27%,-4%,-17%,-11%,?
LDHA block,-4,-1,1&-9,-6,-8,-11,1,-3
POLB inh,48%,2%,0%,/,-26%,/,6%,-3%

(25) CCCCCCOc1ccc(N2C(=O)CC(NCc3ccc(S(N)(=O)=O)cc3)C2=O)cc1 (centres undefined)
(26) Cc1nnc(-c2ccc(Cl)cc2)[nH]c1=O
(27) Fc1ccc(NC(=S)Nc2ccc(Cl)cc2Cl)cc1
(28) COc1ccccc1N1CCN(CC(O)COc2ccc(C)cc2C)CC1 (centres undefined)
(29) O=C(Nc1cccnc1)C1CC(c2ccccc2O)=NO1 (centres undefined)
(30) O=C1NC(=O)/C(=C/c2cccc([N+](=O)[O-])c2)N1
(31) COc1cc2nc(SCC(=O)Nc3cccc(C)c3)n3nc(-c4ccccc4)nc3c2cc1OC
(32) NC(=O)c1ccc(NC(=O)COC(=O)c2cccc(Oc3ccccc3)c2)cc1

screen / no.,25,26,27,28,29,30,31,32
APEX1 inh,?,-5%,5%,-10%,0%,-1%,/,2%
POLK inh,-7%,-7%,-4%,0%,-3%,17%,-12%,-11%[60.1 µM]
Apoferritin bind,-10%,-5%,-18%,-2%,-4%,7%,20%,-5%
ALOX12 inh,2%,6%,?,/,6%,0%,-18%,-11%
RGS4 inhibitor,40%,30%,-17%,-13%,-33%,-8%,15%,12%[11.4 µM]
ERG Ets-DNA blk,1%,1%,4%,10%,/,7%,0%,9%
Pol eta inh,-5%,5%,-8%,-14%,-7%,-3%,-19%,4%
LDHA block,-12,-10,-8,-2,2,2,2,-11
POLB inh,0%,23%,0%,-6%,2%,-11%,6%,3%

An excerpt from above with just ALOX12 inh, ERG Ets-DNA blk and POLK inh.
entry	Molecule	ALOX12 inh	ERG Ets-DNA blk	POLK inh
27	Fc1ccc(NC(=S)Nc2ccc(Cl)cc2Cl)cc1	?	4%	-4%
6	CCOC(=O)C1=C(C)N(C)C(C)=C(C(=O)OCC)C1c1ccncc1	-15%	-12%	-6%
31	COc1cc2nc(SCC(=O)Nc3cccc(C)c3)n3nc(-c4ccccc4)nc3c2cc1OC	-18%	0%	-12%
24	COc1ccc(Cl)cc1-n1cc(-c2ccccc2)nc1SCC(=O)Nc1ccc(C)cc1	-22%	-1%	1%[60.1 µM]

Further results.
(33) COc1ccc(Nc2nc(Nc3ccc(OC)cc3OC)nc(N3CCN(C)CC3)n2)c(OC)c1
(34) O=C(C1CC(c2ccc(F)cc2)=NO1)N1CCN(Cc2ccccc2)CC1 (centres undefined)
(35) COc1ccc(Nc2nc(NCC3CCCO3)c3ccccc3n2)c(OC)c1 (centres undefined)
(36) COc1ccc(-c2nnn(CC(=O)N3CCN(c4ccc(F)cc4)CC3)n2)cc1
(37) Cc1sc2nc(CN3CCCCC3)nc(N3CCN(C(=O)c4ccco4)CC3)c2c1C
(38) CC[C@@H](C)C(N)c1cn([C@@H](CCC(=O)O)C(=O)N2CCNCC2)nn1 (some centres undefined)
(39) COc1ccc(NC(=S)NCCc2c[nH]c3ccccc23)c(OC)c1
(40) N#CC1=C(S)N(c2ccccc2)C(c2cccs2)NC1=O (centres undefined)
(41) O=C(CNC(=O)c1nn(Cc2ccccc2)c(=O)c2ccccc12)Nc1ccc(F)c(F)c1F

screen / no.,33,34,35,36,37,38,39,40,41
APEX1 inh,1%,8%,-1%,4%,?,-2%,4%,-2%,-9%
POLK inh,-13%,9%,-9%,5%,0%,-12%,1%,-2%,-23%
Apoferritin bind,-13%,-10%,-18%,2%,-8%,1%,-16%,0%,/
ALOX12 inh,?,218%[activator],?,21%,2%,-11%,?,?,?
RGS4 inhibitor,9%,-8%,-20%,-11%[11.4 µM],-9%,25%,-11%,-33%,-1%
ERG Ets-DNA blk,9%,-16%,-5%,-11%,-1%,-14%,-6%,/,-5%
Pol eta inh,-25%,-21%,-16%,-4%,-16%,-9%,-23%,-11%,-1%
LDHA block,-5,1,-8,-2,-4,-1,-1,2,-14&-8
POLB inh,17%,24%,?,4%,3%,10%,1%,-2%,/
